Screens (PubChem BioAssay)
FBW7 activator – human FBW7 E3 ligase activation, primary screen. AlphaScreen FBW7–phospho-cyclin E peptide binding, activator screen. 650,000 compounds, 0.13% hits. normalized activity (activation), % at 26.1 µM. Q969H0; in the data active = normalized activity above about 1.9%;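 also: purified mutant Fbw7 with reduced substrate affinity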
Target sequence (Q969H0 whole entry, looked up): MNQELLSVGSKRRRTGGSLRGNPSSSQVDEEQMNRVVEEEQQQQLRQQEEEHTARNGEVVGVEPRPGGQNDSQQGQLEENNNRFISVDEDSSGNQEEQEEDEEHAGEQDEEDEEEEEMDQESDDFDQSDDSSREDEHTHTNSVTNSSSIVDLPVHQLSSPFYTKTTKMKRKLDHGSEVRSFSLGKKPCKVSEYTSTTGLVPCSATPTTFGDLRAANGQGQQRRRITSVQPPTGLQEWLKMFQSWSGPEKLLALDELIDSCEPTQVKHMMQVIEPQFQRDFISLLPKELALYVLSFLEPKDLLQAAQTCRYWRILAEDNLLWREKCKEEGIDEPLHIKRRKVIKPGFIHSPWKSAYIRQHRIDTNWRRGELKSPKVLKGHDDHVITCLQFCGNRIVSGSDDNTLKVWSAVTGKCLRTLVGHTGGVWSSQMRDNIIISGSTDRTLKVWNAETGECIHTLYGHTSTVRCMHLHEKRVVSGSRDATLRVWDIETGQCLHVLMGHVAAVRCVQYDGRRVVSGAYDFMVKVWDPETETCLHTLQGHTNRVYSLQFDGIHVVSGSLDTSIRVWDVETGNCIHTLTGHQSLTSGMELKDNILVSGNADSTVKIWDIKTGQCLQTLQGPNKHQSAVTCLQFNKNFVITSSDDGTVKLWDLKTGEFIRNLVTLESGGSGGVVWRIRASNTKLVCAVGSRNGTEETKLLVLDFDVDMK
TEAD-YAP inh – TEAD-YAP interaction inhibition. inhibition, % at 9.12 µM. HEK-TIYL cells, TEAD-Gal4/YAP UAS-luciferase luminescence. 640,000 compounds, 1.4% hits; in the data active = inhibition above about 32%;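 also: 0% = median of test compound wells and 100% = reference inhibitor wells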
MITF primary – human MITF inhibition, primary screen; O75030; AlphaScreen MITF homodimerization, bead proximity signal; inhibition, % at 2.6 µM; 650,000 compounds, 0.91% hits; AID 1259374; in the data active = inhibition above about 50%;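 also: 0% = vehicle wells with protein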
GPR151 activ – activators of human GPR151. PathHunter beta-arrestin GPR151 cells, luminescence. 650,000 compounds, 1% hits. activation, % at 11.2 µM. Q8TDV0. AID 1508602; in the data active = activation above about 4.9%;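 also: 0% = median of compound wells and 100% = cells with positive control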
* = called active by the depositor; · = no result given. Random draw from the library, and some 3.5% of all compounds hit somewhere here.

mol | FBW7 activator | TEAD-YAP inh | MITF primary | GPR151 activ
CCOc1ccc(Nc2nnc(SCC(=O)O)n2-c2ccc(OCC)cc2)cc1 | 0.0 | 0 | -11 | -0.6
CCCCC1=NN2C(=N)/C(=C/c3ccc(-c4cc(Cl)cc(Cl)c4)o3)C(=O)N=C2S1 | -0.1 | 2 | 6 | 1.0
CCOC(=O)c1sc2cc([N+](=O)[O-])cc(Sc3ccccc3)c2c1NC(C)=O | -0.2 | 2 | 0 | -0.5
Cc1ccc(CN(C(=O)c2ccc(F)cc2)C2CCS(=O)(=O)C2)o1 (centres undefined) | -0.2 | -8 | 10 | 0.0
Cc1ccc(Cl)cc1N(C(=O)c1csnn1)C(C(=O)NC(C)(C)C)c1ccccn1 (centres undefined) | -0.1 | 4 | -20 | -0.3
N#C/C(=C(/O)c1cccc2ccccc12)c1nc2ccccc2[nH]1 | 0.0 | 10 | 0 | -0.2
COc1ccc(C(=O)/C=C/c2cn(CC(O)CN3CCOCC3)c3ccccc23)cc1 (centres undefined) | 0.2 | 3 | 9 | 1.6
O=C(NCc1ccc(F)cc1)c1cnn2c(C(F)(F)F)cc(-c3ccco3)nc12 | 0.0 | -6 | -4 | 3.4
Cc1cc(NC(=O)CSc2nnc(CNC(=O)c3cccc(C(F)(F)F)c3)o2)no1 | -1.8 | 4 | 8 | -1.0
COc1ccc(C2C(C(=O)Nc3cc(C)ccc3OC)c3ccccc3C(=O)N2Cc2ccc(F)cc2)cc1 (centres undefined) | 0.1 | -10 | -23 | -1.1
CCOC(=O)c1[nH]c2ccc(OC)cc2c1NC(=O)CNC | 0.1 | 7 | -1 | 0.8
NC(C(=O)N1CCC(NC(=O)Nc2ccncc2)CC1)c1ccc(Br)cc1 (centres undefined) | 0.0 | 8 | 8 | 0.4
COc1cccc(C=O)c1OCc1ccc(Br)cc1 | 0.1 | -8 | -9 | -2.1
N#CC1=C(N)Oc2n[nH]c(-c3ccc4ccccc4c3)c2C1c1ccccc1 (centres undefined) | -0.8 | -5 | -1 | 0.2
CCOC(=O)c1ccc(NC(=S)N2CCSC2c2ccccc2F)cc1 (centres undefined) | 0.0 | -7 | 10 | -0.1
COc1ccc(C2CC(=O)C3=C(C2)Nc2ccccc2N(C(=O)c2ccc(Cl)c(Cl)c2)C3c2ccc(C)cc2)cc1 (centres undefined) | -0.1 | 7 | -3 | 1.5
CC(CC(=O)N1CCc2ccccc2C1)c1ccccc1 (centres undefined) | -0.1 | 2 | -20 | 3.0
O=C(CSc1nc2ccccc2c(=O)n1-c1ccccc1)N1CCCCC1 | 0.4 | -15 | 16 | 0.9
COc1cc(CNc2nccn3c(-c4cccc(F)c4)cnc23)cc(OC)c1OC | 0.0 | -1 | -13 | -0.2
Cc1ccc(NC(=O)CSc2nnc(Cc3cccn3C)n2C)cc1 | -0.1 | -4 | -2 | 0.0

Going on with the list:
mol | FBW7 activator | TEAD-YAP inh | MITF primary | GPR151 activ
Cc1ccccc1OC(C)CCC(C)NCCO (centres undefined) | 0.2 | -2 | -15 | -0.2
Cc1cc(Cc2cc(C)c3nc(N)sc3c2)cc2sc(N)nc12 | 0.2 | -7 | -1 | 0.0
O=C1[C@H]2[C@H]3[C@H](O)[C@H](O)C/C(=N\OC[C@@H](O)COCc4ccco4)[C@@H]3CC[C@H]2C(=O)N1C[C@@H]1CCCO1 | 0.1 | · | 10 | -1.2
Cn1c2ccc(CC(N)=O)cc2c2cc(CC(N)=O)ccc21 | -0.1 | 2 | -7 | 1.5
CCCNC(=O)CC(NS(=O)(=O)c1ccc(F)cc1)c1ccc(OC)cc1 (centres undefined) | 0.0 | 0 | -2 | -0.5
CN1CCN(c2ccc([N+](=O)[O-])cc2C(=O)Nc2cccc(Cl)c2)CC1 | 0.1 | 10 | 15 | -0.4
CCN(CCCNC(=O)c1cc2c(=O)[nH]c3ccc(C)cc3c2s1)c1cccc(C)c1 | 0.0 | -39 | -8 | -2.1
Cc1ccc(S(=O)(=O)Nc2cc3c(C)cc(=O)oc3c3ccoc23)cc1 | -0.1 | 6 | 7 | -0.7
CCOC(=O)CSc1n[nH]c(-c2ccccc2OCC)n1 | 0.0 | 4 | 10 | 1.3
Cc1noc(C)c1-c1nc(NC2CC2)c2ncn(Cc3ccc(C(F)(F)F)cc3)c2n1 | 0.1 | -6 | 14 | 0.0
O=C(N/N=C/c1cc2c(cc1Cl)OCO2)c1ccccc1[N+](=O)[O-] | 0.0 | -14 | 0 | -0.4
CC(C)Cc1nnc(NC(=O)Cc2ccccc2)s1 | 0.0 | 12 | 19 | -0.1
Cc1ccc(-c2nc3ccccc3c(=O)n2NC(=O)c2ccccc2Cl)cc1C | 0.0 | 0 | -11 | 1.0
O=C(CN1CCN(S(=O)(=O)c2cc(Cl)ccc2Cl)CC1)Nc1ccccc1F | 0.1 | -4 | 18 | 0.5
Cc1ccsc1CN1CCc2c(nc(N3CCCC3)[nH]c2=O)C1 | -0.1 | -9 | -3 | -0.2
OCc1nc2ccc(Cl)cc2[nH]1 | 0.0 | 3 | 8 | -0.2
COc1ccc(N(C(=O)c2ccco2)C(C(=O)NC(C)(C)C)c2ccccc2)cc1 (centres undefined) | 0.0 | -2 | 23 | -0.1
COc1cc(C(=O)Nc2ccc(Cl)c3ncsc23)cc(OC)c1OC | 0.2 | 3 | 8 | 1.8
O=C(N/N=C/c1ccc(C(F)(F)F)cc1)c1ccc(O)cc1O | -0.1 | -14 | 69* | -1.6
CSc1ccc(NC(=O)N[C@H]2C[C@H]3C(=O)N[C@@H](CO)C(=O)N3C2)cc1 | 0.6 | 3 | 7 | -0.9

The last five compounds of the section before are carried over, then new ones follow:
mol | FBW7 activator | TEAD-YAP inh | MITF primary | GPR151 activ
OCc1nc2ccc(Cl)cc2[nH]1 | 0.0 | 3 | 8 | -0.2
COc1ccc(N(C(=O)c2ccco2)C(C(=O)NC(C)(C)C)c2ccccc2)cc1 (centres undefined) | 0.0 | -2 | 23 | -0.1
COc1cc(C(=O)Nc2ccc(Cl)c3ncsc23)cc(OC)c1OC | 0.2 | 3 | 8 | 1.8
O=C(N/N=C/c1ccc(C(F)(F)F)cc1)c1ccc(O)cc1O | -0.1 | -14 | 69* | -1.6
CSc1ccc(NC(=O)N[C@H]2C[C@H]3C(=O)N[C@@H](CO)C(=O)N3C2)cc1 | 0.6 | 3 | 7 | -0.9
CCOC(=O)c1sc(NC(=O)CSc2nnc(-c3ccccc3)o2)c(C#N)c1C | 0.0 | 5 | -6 | -0.2
COc1cccc(C(=O)Nc2ccc(Nc3nc(C)cc(N4CCCCC4)n3)cc2)c1OC | -0.1 | 26 | 7 | 3.2
CCOC(=O)C1=C(C)N=C2SCC(=O)N2C1c1ccc(N(C)C)cc1 (centres undefined) | -0.4 | 0 | 6 | -0.3
CCC(CC)NC(=O)Cc1ccc(Br)cc1 | -0.1 | 1 | -15 | -0.6
CCc1ccc(-c2nc(CN3CCCC(C(=O)O)C3)c(C)o2)cc1 (centres undefined) | 0.1 | 4 | 19 | -1.8
Cc1ccccc1CSc1nc2ccccc2c(=O)n1CCCC(=O)NCc1ccccc1 | 0.3 | -4 | 12 | 0.0
CCN(Cc1cn[nH]c1-c1ccc(C)c(C)c1)CC1CCCO1 (centres undefined) | 0.2 | -5 | 8 | 0.3
NC(=O)COc1ccc(/C=C2/NC(=O)N(c3cccc(Cl)c3)C2=O)cc1 | 0.0 | 2 | 14 | -0.1
Cc1ccc(C)c(OCc2nnc(SCC(=O)Nc3nccs3)n2C)c1 | 0.1 | 3 | -6 | -1.1
CC1CC(C)CN(C(=O)CCn2nc(-c3ccccc3)ccc2=O)C1 (centres undefined) | -0.2 | 0 | 1 | -0.5
CCOc1ccc(-n2c(CNC(=O)c3ccco3)nnc2SCC(=O)Nc2cccc(C)c2)cc1 | -0.1 | 1 | -8 | -0.1
COc1cc(C2C3=C(CC(C)(C)CC3=O)NC3=C2C(=O)CC(C)(C)C3)ccc1OCCO | -0.1 | 5 | 9 | 0.0
CC(C)(C)NC(=O)NC(=O)CSc1ncn[nH]1 | 0.0 | 2 | 5 | -0.6
N#CCC(=O)Nc1ncc(Cc2cccc(C(F)(F)F)c2)s1 | 0.3 | 10 | -2 | -2.2
COc1ccc(CNC(=O)c2ccc(C)o2)cc1 | 0.0 | -5 | 18 | 0.5
CC(=O)C1=C(C)NC(=O)NC1c1cc([N+](=O)[O-])ccc1O (centres undefined) | 0.2 | -5 | 1 | 0.0
C=CCOC(=O)/C(=C\c1ccccc1)NC(=O)c1ccc(C)cc1 | 0.1 | -52 | 17 | 4.0
Cc1c(Cl)cccc1NC(=O)CCC(N)=O | 0.0 | -8 | 0 | 0.0
COC(=O)c1c(C)oc2cc(C)c(NS(=O)(=O)c3cccs3)cc12 | 0.1 | 2 | -2 | 0.0
CCN1c2ncccc2C(=O)NC12CCN(Cc1cccs1)CC2 | 1.0 | 14 | 6 | 1.5

2 of the compounds above, with each value named.
> COc1cccc(C(=O)Nc2ccc(Nc3nc(C)cc(N4CCCCC4)n3)cc2)c1OC
  FBW7 activator: -0.1; TEAD-YAP inh: 26; MITF primary: 7; GPR151 activ: 3.2

> CCc1ccc(-c2nc(CN3CCCC(C(=O)O)C3)c(C)o2)cc1 (centres undefined)
  FBW7 activator: 0.1; TEAD-YAP inh: 4; MITF primary: 19; GPR151 activ: -1.8

More results.
Values run as follows: FBW7 activator, TEAD-YAP inh, MITF primary, GPR151 activ
- O=C(NC1=NCCS1)c1cc2c(s1)CCCC2
 : -0.2, -95, -3, -0.3
- Cc1ccc(C(=O)N/N=C/c2ccc([N+](=O)[O-])o2)cc1
 : 0.0, 40*, -1, 0.6
- COc1ccc(C(O)C(=O)Nc2ccc(-c3cn[nH]c3)cc2OC2CCN(C)CC2)cc1 (centres undefined)
 : -0.1, -6, 9, 2.2
- O=C(c1ccccc1I)N1CCN(c2ccccc2F)CC1
 : 0.3, -4, 3, 1.3
- COc1ccc(C2c3c(oc4ccc(F)cc4c3=O)C(=O)N2c2ccccn2)cc1 (centres undefined)
 : 0.0, 8, 6, 0.5
- COC(=O)COc1ccc(C2NC(=S)NC(C)=C2C(=O)OC)cc1OC (centres undefined)
 : -0.2, 7, -1, -0.2
- CCOC(=O)N1CCc2c(sc(NC(=O)c3ccc(S(=O)(=O)N4CC(C)CC(C)C4)cc3)c2C(=O)OC)C1 (centres undefined)
 : 0.1, -11, 22, -2.0
- CCOc1ccc(NC(=O)N2c3ccccc3Sc3ccccc32)cc1
 : 0.1, -5, 6, -0.3
- COC(=O)c1cccc(NC(=O)CSc2nnc(-c3ccccc3)o2)c1
 : 0.2, 10, -8, 1.0
- O=C(Nc1ccc(Br)cc1)C1CC(=O)N(c2ccc(Cl)cc2)C1 (centres undefined)
 : -0.1, 8, -7, 1.3
- CCn1c(=O)c(=O)[nH]c2cc(C(=O)NNC(=O)Cc3nc4ccccc4n3C)ccc21
 : -0.4, 1, -1, 2.2
- O=C(c1ccc(Cl)cc1)N1CCC(O)(c2cccnc2)CC1
 : -0.2, -1, -19, 1.4
- CCn1cc2c(n1)-c1c(oc(C(=O)Nc3ccc4c(c3)OCCO4)c1C)CC2
 : 0.0, -33, -11, -0.7
- Cc1cc(C)nc(SCC(=O)n2c3c(c4ccccc42)CCCC3)n1
 : 0.1, -8, 13, 0.1
- O=C1CCCN1CCCNc1nc(N2CCN(c3ccccn3)CC2)nc2c1ncn2-c1ccccc1
 : 0.0, 56*, -13, -1.3
- CC1(C)C(=NNC(N)=O)C(C)(C)C1=NNC(N)=O
 : 0.1, -2, -2, 0.8
- C=CCn1c(C2CC(=O)N(Cc3ccccc3)C2)nc2ccccc21 (centres undefined)
 : 0.0, 10, 5, 0.9
- NCCSc1nc2ccccc2[nH]1
 : 0.0, 6, 10, -0.6
- O=C(Nc1ccccc1C(F)(F)F)C(=O)N1CCCCC1
 : 0.0, -22, -1, -0.4
- O=C(CSc1nc2cc(C(=O)Nc3cccc(Cl)c3)ccc2c(=O)n1-c1ccccc1)c1ccccc1
 : 0.2, 12, 15, 0.8
- CCN(CC)c1ccc(/C=N/NC=O)c(O)c1
 : -0.2, 4, -26, 1.0
- Cc1ccc2cc(C#N)c(N3CCCN(C(=S)NCCCN(C)C)CC3)nc2c1
 : 0.1, 16, -3, 1.7
- Cc1ccc(NC(=O)c2ccccc2NS(C)(=O)=O)cc1Cl
 : -0.1, 10, 19, 0.5
- COc1cc(C2C(C(=O)OCc3ccccc3)=C(C)NC3=C2C(=O)CC(c2cccs2)C3)cc([N+](=O)[O-])c1O (centres undefined)
 : 0.0, 7, 8, -0.6

By substructure: the compounds so far with a COOH group (2)
Values run as follows: FBW7 activator, TEAD-YAP inh, MITF primary, GPR151 activ
- CCOc1ccc(Nc2nnc(SCC(=O)O)n2-c2ccc(OCC)cc2)cc1
 : 0.0, 0, -11, -0.6
- CCc1ccc(-c2nc(CN3CCCC(C(=O)O)C3)c(C)o2)cc1 (centres undefined)
 : 0.1, 4, 19, -1.8
